Assay outcomes from PubChem BioAssay.
Growth percent in the NCI-60 one-dose screen (48 h, 10 µM unless noted): 100 = growth as untreated, 0 = no growth, -100 = all killed.
MDA-MB-231: MDA-MB-231 breast cancer; hit rate 5% among 81,000
HS 578T: HS 578T breast cancer; hit rate 4.1% among 78,000
BT-549: BT-549 breast cancer. hit rate 4.4% among 78,000
LOX IMVI: LOX IMVI melanoma | hit rate 7.4% among 79,000
MALME-3M: MALME-3M melanoma. hit rate 5.8% among 78,000. AID 1794766
MDA-MB-468: MDA-MB-468 breast cancer | AID 2202374 | hit rate 8.5% among 78,000
T-47D: T-47D breast cancer | hit rate 5% among 79,000 | AID 1794792
MCF7: MCF7 breast cancer. hit rate 6.3% among 82,000. AID 1794796
The depositor's hits bear a star; nt = no result given; & = joins results of further samples; ! = repeats disagree; [ ] = dose if it differs, or a comment. Rule for the calls: active = growth percent below 10; inactive = the rest. The order is random. About 12% of those tested had a hit in this group.

mol	T-47D	MCF7	MDA-MB-468	LOX IMVI	MALME-3M	MDA-MB-231	BT-549	HS 578T
CC1(c2ccccc2)NC(=O)N(CC(=O)Nc2ccc(C(=O)/C=C/C=C/c3ccccc3)cc2)C1=O (stereo unspecified)	17	3.5*	3.2*	26	81	63	39	58
COc1ccc(/C=C(/C(C)=O)C(=O)c2ccccc2)cc1	106	88	102	88	107	100	100	111
CCCCCCCCCCCCC(NC(C)=O)(C(=O)OCC)C(=O)OCC	50	80	51	67	85	90	79	nt
O=C1Nc2ccc(Cl)cc2/C1=C/c1ccc(OCc2ccc(Cl)cc2)cc1	93	90	104	91	103	103	115	103
CN(C)C(=O)C(c1ccccc1)C(C(=O)N(C)C)c1ccccc1 (stereo unspecified)	96	92	94	98	104	106	101	98
Cc1ccc(-n2ncc3c(=O)n(-c4cccc(C)c4)c(=O)[nH]c32)cc1	98	95	101	92	93	107	101	110
C=CCNC(=O)c1ccccc1OCC(=O)O	104	109	120	105	119	117	118	107
COc1cc(NC(C)CCCN)c2ncccc2c1 (stereo unspecified)	75&60	90&58	99&24	86&94	84	84&81	105&103	89&128
CC1(C)Oc2cc3oc(=O)ccc3cc2C[C@@H]1OCCOS(=O)(=O)Cc1ccccc1	100	95	101	98	93	89	111	101
COc1ccc(-c2cc(-c3cn(-c4cccc(Cl)c4)nc3-c3ccc(OC)cc3)c(C#N)c(=O)[nH]2)cc1	88	87	97	92	94	85	104	84
O=C(O)CCCCCNC(=O)c1nc(-c2ccccc2)n(-c2ccc(F)cc2)n1	108	97	110	107	104	93	101	112
COc1ccc(S)c(C(=O)O)c1	nt	99	134	103	95	nt	108	95

The closing three entries of the part before come first, to join the parts.
mol	T-47D	MCF7	MDA-MB-468	LOX IMVI	MALME-3M	MDA-MB-231	BT-549	HS 578T
COc1ccc(-c2cc(-c3cn(-c4cccc(Cl)c4)nc3-c3ccc(OC)cc3)c(C#N)c(=O)[nH]2)cc1	88	87	97	92	94	85	104	84
O=C(O)CCCCCNC(=O)c1nc(-c2ccccc2)n(-c2ccc(F)cc2)n1	108	97	110	107	104	93	101	112
COc1ccc(S)c(C(=O)O)c1	nt	99	134	103	95	nt	108	95
COc1ccc(S(=O)(=O)NCCCNc2nccc(-c3c(-c4cccc(OC)c4)nc4occn34)n2)cc1	46	99	89	87	89	88	98	105
Cc1ccc(S(=O)(=O)Nc2ccccc2N=Cc2ccc([N+](=O)[O-])cc2[N+](=O)[O-])cc1	94	72	89	57	114	91	108	107
C#CCOc1ccc(C(Nc2ccc(CC)cc2)c2nnnn2C2CCCCC2)cc1OC (stereo unspecified)	88	86	99	104	61	85	90	95
Clc1cccc(C2Oc3ccc(Cl)cc3C3CC(c4cccs4)=NN32)c1 (stereo unspecified)	36	71	58	90	74	82	86	79
CN(Cc1ccccc1)c1nc(Cl)c(C2CC(c3ccc(Cl)cc3)=NN2c2cc(Cl)cc(Cl)c2)s1 (stereo unspecified)	85	80	101	98	97	110	101	116
O=C(CSc1nnc(-c2ccc(Cl)cc2)n1-c1ccccc1)Nc1ccccc1F	85	63	71	73	89	68	71	57
N#Cc1c(NC(=O)CN(Cc2ccccc2)Cc2ccccc2)sc2c1CCCC2	79	87	88	87	93	87	123	102
CN(C)c1ccc(Cc2ccc(N(C)C)cc2)cc1	76&95&84	94&95&102	95&101&94	93&94&107	94&107&95	106&105&96	96	108&101&94
O=C(NO)c1ccc2nc(-c3ccc([N+](=O)[O-])cc3)[nH]c2c1	90	88	119	95	101	102	101	102
CCN(CC)CCCC(C)Nc1ccnc2cc(Cl)ccc12 (stereo unspecified)	103	92	94	91	111	65	87	111
C=C(C[n+]1ccccc1)[C@@H]1CC[C@]2(C(=O)OC)CC[C@]3(C)[C@H](CC[C@@H]4[C@@]5(C)CC[C@H](OC(C)=O)C(C)(C)[C@@H]5CC[C@]43C)[C@@H]12	89	95	46	93	83	103	71	91
CCCS(=O)(=O)Nc1cccc(Nc2ncnc3cc(NC(=O)CCl)ccc23)c1Cl	-42*	-13*	-42*	-84*	-79*	-72*	-68*	10

2 successive records already listed, quoted:
mol	T-47D	MCF7	MDA-MB-468	LOX IMVI	MALME-3M	MDA-MB-231	BT-549	HS 578T
C=C(C[n+]1ccccc1)[C@@H]1CC[C@]2(C(=O)OC)CC[C@]3(C)[C@H](CC[C@@H]4[C@@]5(C)CC[C@H](OC(C)=O)C(C)(C)[C@@H]5CC[C@]43C)[C@@H]12	89	95	46	93	83	103	71	91
CCCS(=O)(=O)Nc1cccc(Nc2ncnc3cc(NC(=O)CCl)ccc23)c1Cl	-42*	-13*	-42*	-84*	-79*	-72*	-68*	10

The listing continues:
mol	T-47D	MCF7	MDA-MB-468	LOX IMVI	MALME-3M	MDA-MB-231	BT-549	HS 578T
O=C(COc1ccc(Cl)cc1)OCc1ccc(Cl)cc1	100	98	115	102	155	106	106	108
CCOC(=O)c1c(Nc2ccccc2)nn2c(N)c(C#N)c(-c3ccc(OC)cc3)nc12	61	70	73	71	61	78	53	19
Cc1ccc(S(=O)(=O)OC2COC(OCc3ccccc3)C(OS(=O)(=O)c3ccc(C)cc3)C2O)cc1 (stereo unspecified)	85	100	95	106	96	97	101	99
CCCn1c(=O)[nH]c2c(c1=O)C(c1cccc(OC)c1)c1c([nH]c(=O)n(CCC)c1=O)N2	102	99	105	107	106	100	115	99
O=S1(=O)CC(Br)C(Br)C1 (stereo unspecified)	63&35	64&57	76&37	38&81	53&20	103&88	83&78	90&91
CNc1nnc(-c2sc3nnc(-c4ccccc4)c(-c4ccccc4)c3c2O)s1	98	89	93	103	111	104	101	109
O=C(COc1cc(Cl)c(Cl)cc1Cl)Nc1ccc([N+](=O)[O-])cc1Cl	101	112	110	95	104	126	91	130
COc1ccc(-n2ccnc2SCC(=O)Nc2cc(C)ccc2C)c(OC)c1	79	64	84	73	90	86	98	94
Nc1ccc2c(c1)C(=O)C(=O)c1c-2nc2ccccn12	-53*	-55*	-38*	-13*	-99*	-7.8*	-35*	-6.6*
O=C(Nc1ccc(NC(=O)c2ccc(-n3c(=O)[nH]c4ccccc4c3=O)cc2)cc1)c1ccc(-n2c(=O)[nH]c3ccccc3c2=O)cc1	94	90	96	110	107	85	85	105
CCSc1nc(-c2cc(OC)ccc2OC)cc(-c2ccc(Cl)cc2)c1C#N	38	62	80	56	60	27	69	53
CCC(C)Nc1ccc(N)cc1 (stereo unspecified)	16	3.9*	-31*	5.4*	-16*	4.8*	32	79

Compound profiles, as listed above. Order of screens: T-47D | MCF7 | MDA-MB-468 | LOX IMVI | MALME-3M | MDA-MB-231 | BT-549 | HS 578T
COc1ccc(-n2ccnc2SCC(=O)Nc2cc(C)ccc2C)c(OC)c1 is listed with 79 | 64 | 84 | 73 | 90 | 86 | 98 | 94
CCCn1c(=O)[nH]c2c(c1=O)C(c1cccc(OC)c1)c1c([nH]c(=O)n(CCC)c1=O)N2 is listed with 102 | 99 | 105 | 107 | 106 | 100 | 115 | 99

(continued)
mol	T-47D	MCF7	MDA-MB-468	LOX IMVI	MALME-3M	MDA-MB-231	BT-549	HS 578T
CCCNC(=S)N/N=C(\C)c1ccccn1	37	6.8*	-26*	9.3*	24	41	32	33
CCCCCC(C)NCCOC(=O)c1ccc([N+](=O)[O-])cc1 (stereo unspecified)	87	101	91	103	128	98	99	105
OCC(O)CO	103	107	104	94	110	109	107	99
Cc1ccc(N=Nc2c(O)c(C(=O)O)cc3ccccc23)c(S(=O)(=O)O)c1	110	92	94	96	106	103	97	94
CCCCCCCC[C@@H]1C=CC(=O)N1CCCCCCC(=O)OC	101	98	100	95	99	103	106	104
CC1(C)NCCC[C@]2(C)[C@H]3CC=C4[C@@H]5C[C@](C)(C(N)=O)CC[C@]5(C)CC[C@@]4(C)[C@]3(C)CC[C@@H]12	73	62	80	70	95	91	79	89
CSC1=NN(c2ccccc2)CN(c2ccccc2)N1C	98	99	82	97	86	94	97	99
C=CCn1c(SCC(=O)NCc2cc(C)c(O)c(C)c2)nc2ccc(Cl)cc2c1=O	103	91	91	100	99	111	113	99
Nc1ccc(S(=O)(=O)c2ccc(N3CCOCC3)c(N)c2)cc1	95	109	98	97	nt	97	111	92
CCN(CC)CC(=O)N(CC)c1ccc(C)c(Cl)c1	90	99	96	93	96	113	98	100
CCOC(=O)c1c(Nc2ccccc2)nn(C)c1N	91	90	97	99	110	103	117	111
CC(=O)O[C@H]1CO[C@H]2[C@@H]1OC[C@@H]2Oc1ccc(Nc2ncnc3ccsc23)cc1	87	89	106	93	87	81	99	101
COc1cccc(/C=C/C(=O)c2sc(N)nc2C)c1OC	96	86	93	104	111	100	107	92
COc1ccc2ccccc2c1Cc1ccc(N(C)C)cc1Cl	82	96	114	99	109	107	86	112
CCC#CC[C@H](O)C/C=C1/C(=O)C=C[C@@H]1C/C=C\CCCC(=O)OC	5.7*	15	12	-72*	23	13	-0.6*	53
Nc1nc2cc(Br)ccc2o1	96	102	119	101	nt	92	103	101
COc1cc(CNC(=O)Cc2ccccc2)ccc1OCc1cn(-c2ccc(C)c(C)c2)nn1	66	90	93	97	95	93	82	83
O=C(NCc1ccccc1)/C(=C\c1ccccc1)CC(=O)c1ccc(Cl)c(Cl)c1	79[5.5 µM]	98[5.5 µM]	92[5.5 µM]	nt	95[5.5 µM]	82[5.5 µM]	90[5.5 µM]	87[5.5 µM]
CCN(CC)CCCNc1cccc2c(OC)ccnc12	118	104	111	92	123	107	117	105
CCCCCCCCOC(=O)c1cccnc1	100	96	98	95	98	112	94	107
OCCS	93	94	100	96	101	99	134	106
Cc1nc2cc3c(=O)n(C)cnc3cc2n1Cc1ccccc1	104	105	115	101	102	115	99	99
CCCCCCCCCCCCCCCC(=O)OC/C=C(C)/C=C/C=C(C)/C=C/C1=C(C)CCCC1(C)C	105	nt	107	101	93	97	115	106
CCOC(=O)CC(C(=O)OCC)n1c(O)c(/C=N/NC(=O)c2ccncc2)sc1=S (stereo unspecified)	96	89	92	94	98	102	104	98
COc1cc(-c2nnc(SCC(=O)Nc3nc(-c4ccccc4)cs3)o2)cc(OC)c1OC	nt	82	89	87	101	80	88	82
COC(=O)C1C2CC3C1C3C2C(=O)OC (stereo unspecified)	79	87	100	99	103	114	99	104
O=C(OCc1ccc2c(Cl)cc(Cl)c(O)c2n1)N1CCN(C(=O)c2cc3cc(F)ccc3[nH]2)CC1	62	14	-5.1*	12	38	28	nt	12
C/C=C\C(=O)N(c1ccc(N(C(=O)/C=C/C)C(C)CC)cc1)C(C)CC (stereo unspecified)	90	91	92	93	85	103	94	101
COC(=O)c1ccc2c(c1)C(=O)N(CCc1ccccc1)C2=O	87	100	95	100	111	98	100	95
CC(C)NC(=O)[C@H](O)[C@@H](N)Cc1ccccc1	102	96	92	103	95	99	102	101
c1ccc(-c2ncnc3ccccc23)cc1	103	103	105	93	nt	99	106	nt
Cc1ccc(-c2cc(-c3ccc(Br)s3)[nH]c(=O)c2C#N)cc1	nt	89	103	95	91	93	113	95
COc1cc(-c2ccc3c(=O)n(C)c(SC)nc3n2)cc(OC)c1OC	88	92	nt	96	106	90	102	122
COc1ccc(/C=C2/SC(=O)N(CC(=O)N3CCN(c4cc5c(cc4F)c(=O)c(C(=O)O)cn5C4CC4)CC3)C2=O)cc1OC	111	97	115	102	102	108	95	101
O=C(NO)Oc1cccc2ccccc12	110	98	107	95	121	77	93	106
CCCCCCCCn1ccc2cc(NC(=O)CN3CCN(c4nc(C)cc(N5CCCCCC5)n4)CC3)ccc21	82	75	67	96	98	91	99	100
CCCOc1cc(N)ccc1C(=O)OCCN(CC)CC	101	105	99	99	105	91	113	101
O=C(O)C#CCC(O)CCc1ccccc1 (stereo unspecified)	106	96	104	99	99	105	111	101
O=c1[nH]c(Cc2ccccc2)c(Br)c(=O)[nH]1	95	103	91	99	95	106	113	86
Cc1cc(O)c(C(C)C)cc1Cl	99	104	114	98	109	104	111	100
CC1=C2[C@@H](CC1)[C@]1(C)O[C@@](C3CC3)(C[C@H]1OC(=O)CO)[C@H]2OC(=O)/C=C/c1ccccc1	82	96	83	84	91	81	6.6*	-15*
O=C(c1nc2ccccc2[nH]1)C1[C@@H](c2cccc(O)c2)C2CC3CCCCC3N2[C@@]12C(=O)Nc1cc(Cl)ccc12 (stereo partly specified)	34	19	32	22	32	35	63	57
Nc1nc(SCc2ccccc2CCl)c2[nH]cnc2n1	90	77	103	68	86	125	68	95
COc1cc2c(cc1OC)C1=NN(C(=O)Nc3ccc(C)cc3C)C(c3ccccc3Cl)C1C2 (stereo unspecified)	91	72	82	95	97	95	84	nt
C=CCONC(=O)Oc1ccccc1	100	97	81	102	109	114	92	106
Cc1nc2c(ccc3ccccc32)s1	102	99	109	98	110	107	109	106
Oc1ccccc1-c1nc2c3ccccc3c3ccccc3c2[nH]1	32&64	45&74	50&95	50&92	129&107	21&76	94&103	66&93
O=C1N(Cc2cccc(F)c2)c2ccccc2S(=O)(=O)N1c1cccnc1Cl	86	107	114	103	91	90	91	109
O=C(Cc1ccccc1)NC1CCCCC1	99	100	107	100	104	113	99	109
CC(C(=O)N1CCN(c2ccc(Cl)c(Cl)c2)CC1)c1ccc(NS(=O)(=O)c2ccccc2)cc1 (stereo unspecified)	49	73	32	77	76	83	79	101
COc1ccc(-c2cc(-c3cccnc3)nc(SCC(=O)O)c2C#N)cc1OC	93	95	108	93	104	92	104	103
CCN(CC)CCCCCCNc1cc(OC)cc2cccnc12	93	20	23	-60*	-77*	33	84	92
CC1=CC(=C(c2ccc(N)cc2)c2ccc(N)cc2)C=CC1=N	3.1*!	9.8*!	-1.3*	7.6*!	0.8*!	6.9*!	5.6*!	90&24
CC(=O)n1nc(-c2ccc(O)cc2)cc1-c1cn(-c2ccccc2)nc1-c1ccc(O)cc1	74	80	88	85	97	71	101	92
COc1ccc(Nc2nnc(-c3ccc(OC)cc3)o2)cc1	93	94	107	101	96	101	103	102
